14-3-3 Bad inh – disrupts binding of bovine 14-3-3 zeta to phospho-Bad peptide. P63103. TR-FRET 14-3-3zeta/Dy647-pBad peptide displacement, 1 h. inhibition, % at 21.7 µM. 220,000 compounds, 0.71% hits;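 active means inhibition above about 70%, limit read from the data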;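 further: 0% = full 14-3-3 plus peptide FRET controls and 100% = background without 14-3-3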
p47phox inh – inhibitors of human p47phox binding. p47phox/p22phox peptide binding, fluorescence polarization, 2 h. inhibition, % at 24.7 µM. 220,000 compounds, 0.53% hits. AID 1274;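 further: 0% = p47phox with labelled peptide and 100% = labelled peptide alone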
Furin inhibitor – inhibitors of human furin; purified furin, fluorogenic substrate cleavage; inhibition, % at 30 µM; 220,000 compounds, 0.061% hits; in the data active means inhibition above about 25%; further: inactives centre near -15
Target sequence (P09958 108-714 limits assumed): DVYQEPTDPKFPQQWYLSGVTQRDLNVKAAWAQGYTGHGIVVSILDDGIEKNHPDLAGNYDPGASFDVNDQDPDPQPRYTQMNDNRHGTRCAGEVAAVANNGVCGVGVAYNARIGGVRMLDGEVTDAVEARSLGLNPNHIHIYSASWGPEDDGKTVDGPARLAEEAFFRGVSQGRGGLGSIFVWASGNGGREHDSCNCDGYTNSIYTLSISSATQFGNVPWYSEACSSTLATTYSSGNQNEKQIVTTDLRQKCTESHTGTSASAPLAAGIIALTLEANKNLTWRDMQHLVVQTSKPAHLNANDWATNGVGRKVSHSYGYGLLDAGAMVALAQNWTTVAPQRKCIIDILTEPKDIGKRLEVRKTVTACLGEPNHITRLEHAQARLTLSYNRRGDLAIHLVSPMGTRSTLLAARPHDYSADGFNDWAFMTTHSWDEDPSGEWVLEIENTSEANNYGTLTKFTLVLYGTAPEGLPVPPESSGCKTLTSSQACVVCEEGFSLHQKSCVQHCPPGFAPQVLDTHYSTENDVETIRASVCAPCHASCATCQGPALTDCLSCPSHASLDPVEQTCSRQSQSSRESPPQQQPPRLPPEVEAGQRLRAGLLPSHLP
Rad51 HR inh – Rad51 (human) homologous recombination inhibition; Q06609; hRad51 DNA strand exchange, fluorescence dequenching; inhibition, % at 10 µM; 200,000 compounds, 0.085% hits;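 active means inhibition above 40% at the single screening dose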;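 further: 0% = DMSO control wells and 100% = blanks with heterologous ssDNA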
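Assay system: Human Rad51 nucleoprotein filaments preassembled on unlabelled ssDNA | Reagent: Donor/quencher-labelled 47-bp dsDNA substrate | Doses: One concentration, 10 µM final | Times: 37 °C 15-min filament assembly, 30-min compound preincubation, 15-min exchange | Technique: Fluorescein emission 520 nm, excitation 485 nm | Benchmarks: Plate control and blank wells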
KCC2 mod – modulators of human KCC2 chloride dependent transport; Q9H2X9; KCC2 cells, thallium flux FluoZin-2 fluorescence; B-score of Tl+ flux slope (higher = more flux/activation; lower = inhibition) at 10 µM; 190,000 compounds, 2.2% hits; AID 1456;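 active means thallium flux slope and its plate-corrected score both differing from the plate sample mean at a set confidence after two filtering rounds, in either direction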;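 further: slope of fluorescence scaled to starting intensity during 10 to 20 s after thallium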
hK5 inh – blocks human kallikrein 5 protease activity | Q9Y337 | recombinant hK5, fluorogenic AMC substrate cleavage | inhibition, % at 5 µM | 210,000 compounds, 0.59% hits | AID 873;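 active means inhibition of 40% or more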;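 further: 0% = enzyme controls without compound and 100% = no-enzyme blanks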
EBV gp42 block – inhibitors of Epstein-Barr virus glycoprotein 42. Q1HVG2. Fluorescence polarization binding assay, mP read-out. inhibition, % (tested at 21.74 µM). 220,000 compounds, 0.42% hits. AID 1085; in the data active means inhibition above about 50%
Target sequence (Q1HVG2 whole entry, looked up): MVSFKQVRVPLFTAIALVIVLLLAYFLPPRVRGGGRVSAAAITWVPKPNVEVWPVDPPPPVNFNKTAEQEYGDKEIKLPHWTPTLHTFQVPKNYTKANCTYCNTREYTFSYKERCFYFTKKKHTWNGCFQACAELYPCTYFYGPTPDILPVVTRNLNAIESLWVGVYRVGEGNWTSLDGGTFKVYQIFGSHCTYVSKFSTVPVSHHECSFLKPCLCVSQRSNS
eIF4E 4G PPI – blocks eIF4E binding to eIF4G. P63073+Q04637. TR-FRET eIF4E-eIF4GI(517-606) binding, 2 h. inhibition, % at 21.7 µM. 220,000 compounds, 0.37% hits. AID 782;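 further: 0% = full FRET control wells and 100% = background wells lacking eIF4GI fragment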
Thrombin inh – blocks human thrombin protease activity. P00734. alpha-thrombin, Boc-VPR-AMC fluorogenic substrate cleavage. inhibition, % at 5 µM. 220,000 compounds, 0.26% hits;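 active means inhibition at or above 40%; inactive means inhibition below 40%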;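 further: 0% = enzyme with no compound and 100% = wells without enzyme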
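Material: human alpha-thrombin protein. Incubation: reaction at ambient temperature. Technique: fluorescence of released AMC, ex 355 nm, em 460 nm. Control set: no-compound enzyme wells and no-enzyme blanks. Also added: Boc-VPR-AMC substrate, 15 µM final. Buffer or medium: pH 7.5 Tris (50 mM) with NaCl 150 mM, Tween 20 0.05%.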
* = called active by the depositor; · = no result given; [ ] = remark or other dose.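 How the source made its calls, unless noted: active means inhibition above about 30% (limit read from the data); inactive means the rest.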

SMILES	14-3-3 Bad inh	p47phox inh	Furin inhibitor	Rad51 HR inh	KCC2 mod	hK5 inh	EBV gp42 block	eIF4E 4G PPI	Thrombin inh
CC(C)NC(=O)/C=C/C(=O)O	-7	-7	-26	-3	-0.53	-2	-8	-2	13
COc1ccc(C(=O)/C=C/c2ccccc2C(F)(F)F)cc1	2	-8	-15[20 µM]	6	-0.14	-22	0	4	-2
O=C(Nc1ccccc1C(=O)N1CCOCC1)c1ccc(CSc2ccccc2)cc1	-12	-13	-14	23	-2.6	-3	-12	0	2
CCOc1cc(/C=N/N=C(\N)c2nonc2N)cc(Br)c1OCc1cccc2ccccc12	15	-3	-7[20 µM]	2	0.87	-1	-13	-16	3
CCC(CC)c1nnc(NC(=O)c2ccc(S(=O)(=O)N3CCc4ccccc4C3)cc2)s1	6	-12	-27	·	-0.2	-6	-19	-4[fluorescence artefact?]	-2
Cc1cc(C)c(S(=O)(=O)c2ccc(Cl)cc2)c(Cl)n1	-16	-14	-15	6	-0.44	-3	-2	-1	-10
Cc1c2cccn2cc[n+]1C	-9[fluorescence artefact?]	-9	-18	14	0.55	-11	-35	2	5
COC(=O)c1ccccc1NC(=O)CN1C(=O)C2CCCN2c2ncc(Cl)cc21 (stereo unspecified)	-10	-95	-16[20 µM]	5	-0.68	-2	-25	-30	-1
COc1ccc(NC(=O)C2(c3ccc(NC(=O)c4ccc(OC)c(OC)c4)cc3)CCCC2)cc1	-3[fluorescence artefact?]	-14	-27	-9	1.6	-11	-3	-21[fluorescence artefact?]	-3
Cc1ccc(NC(=O)c2cc3ccccc3o2)cc1S(=O)(=O)N(C)C	3	-1	-12[20 µM]	-4	-0.42	3	-29	-2	7
Cc1cc(C)c2oc(C(=O)N(Cc3cccs3)C3CCS(=O)(=O)C3)cc(=O)c2c1 (stereo unspecified)	-1	1	-15	·	-0.0024	0	0	0	-7
Cc1cccc(OCC(=O)Nc2ccccc2N2CCN(C(=O)C(C)C)CC2)c1C	3	-3	-20[20 µM]	-10	-1.7	5	-5	-1	-8

Single records, from the list above.
`CC(C)NC(=O)/C=C/C(=O)O` as listed: 14-3-3 Bad inh: -7; p47phox inh: -7; Furin inhibitor: -26; Rad51 HR inh: -3; KCC2 mod: -0.53; hK5 inh: -2; EBV gp42 block: -8; eIF4E 4G PPI: -2; Thrombin inh: 13
`CCOc1cc(/C=N/N=C(\N)c2nonc2N)cc(Br)c1OCc1cccc2ccccc12` as listed: 14-3-3 Bad inh: 15; p47phox inh: -3; Furin inhibitor: -7[20 µM]; Rad51 HR inh: 2; KCC2 mod: 0.87; hK5 inh: -1; EBV gp42 block: -13; eIF4E 4G PPI: -16; Thrombin inh: 3

Further structures follow.
SMILES	14-3-3 Bad inh	p47phox inh	Furin inhibitor	Rad51 HR inh	KCC2 mod	hK5 inh	EBV gp42 block	eIF4E 4G PPI	Thrombin inh
COc1cccc(C(=O)NCC(=O)OCC(=O)Nc2ncc(Cl)cc2Cl)c1	-8	-8	-6	-15	0.11	1	15	11	0
CCOC(=O)C1CCCN(C(=O)c2cc(=O)c3ccccc3o2)C1 (stereo unspecified)	3[fluorescence artefact?]	-1	-14[20 µM]	-3	-0.099	-21	7	-6[fluorescence artefact?]	-15
CSc1cc(C)n(-c2ccc(Cl)cc2)c(=S)c1C(C)=O	-2	-6	-10[20 µM]	-11	1.1	-13	-14	1	2
CC(=O)Nc1ccc(C(=O)N/N=C/c2ccccc2OCc2ccccc2)cc1	-5	-26	-22	-6	·	17	-12	6	4
COCCn1c(=N)c(C(=O)NCCc2ccc(OC)cc2)cc2c(=O)n3cccc(C)c3nc21	·	·	-11	-13	-0.88	-20	·	·	-1
Cn1c(NC(=O)c2ccccc2)cc(=O)n(C)c1=O	8	-13	-18	5	1	-17	-12	1	-1
CCN(CC)c1ccc(NC(=O)c2cccc(OC)c2)c(C)c1	13	-4	-20[20 µM]	-2	0.87	-5	-11	8	-8
NC(=O)CC(NSc1ccccc1[N+](=O)[O-])C(=O)O (stereo unspecified)	5	-4	-23	-6	0.23	1	-7	0	1
Cc1cccc(N(C)S(=O)(=O)c2ccc3[nH]cc(C(=O)N4CCOCC4)c(=O)c3c2)c1	33[fluorescence artefact?]	-10	-17	5	1.3	-24	-3	9[fluorescence artefact?]	-5
CN(C)c1ccc(C(=S)N2CCN(C(=S)Nc3ccc(Cl)cc3)CC2)cc1	-15	-5	-21	23	0.27	·	-3	-1	1
Cc1nn(CCCC(=O)Nc2cccnc2)c(C)c1[N+](=O)[O-]	2	-2	-7	8	-1.5	-11	-5	3	1
CCCCN1C(=O)N(C)C2NC(=O)NC21 (stereo unspecified)	·	3	-11[20 µM]	11	-0.0006	-3	-24	·	-3

Fetched one by one from the list above, 5 records:
SMILES	14-3-3 Bad inh	p47phox inh	Furin inhibitor	Rad51 HR inh	KCC2 mod	hK5 inh	EBV gp42 block	eIF4E 4G PPI	Thrombin inh
CCN(CC)c1ccc(NC(=O)c2cccc(OC)c2)c(C)c1	13	-4	-20[20 µM]	-2	0.87	-5	-11	8	-8
Cc1cccc(N(C)S(=O)(=O)c2ccc3[nH]cc(C(=O)N4CCOCC4)c(=O)c3c2)c1	33[fluorescence artefact?]	-10	-17	5	1.3	-24	-3	9[fluorescence artefact?]	-5
Cc1nn(CCCC(=O)Nc2cccnc2)c(C)c1[N+](=O)[O-]	2	-2	-7	8	-1.5	-11	-5	3	1
CC(=O)Nc1ccc(C(=O)N/N=C/c2ccccc2OCc2ccccc2)cc1	-5	-26	-22	-6	·	17	-12	6	4
CSc1cc(C)n(-c2ccc(Cl)cc2)c(=S)c1C(C)=O	-2	-6	-10[20 µM]	-11	1.1	-13	-14	1	2

Going on with the list.
SMILES	14-3-3 Bad inh	p47phox inh	Furin inhibitor	Rad51 HR inh	KCC2 mod	hK5 inh	EBV gp42 block	eIF4E 4G PPI	Thrombin inh
Cc1cc(C)n2cc(CSc3nnnn3-c3ccc(Cl)cc3)nc2n1	-7	8	-16[20 µM]	·	·	-5	-8	-8	5
O=C(NC1CCCC1)C(c1ccccc1)N(Cc1ccc2c(c1)OCO2)C(=O)Cc1cccs1 (stereo unspecified)	-7[fluorescence artefact?]	-4	-17[20 µM]	-10	0.38	-14	-12	-3	-4
CCC(C(=O)NC(C)(C)C)N(Cc1ccco1)C(=O)Cn1nnc(-c2ccc(F)cc2)n1 (stereo unspecified)	-10	-2	-22	-1	-2.3	-1	-3	-4	-7
CC(=O)CSc1nnc(CSc2ncccn2)n1C1CCCCC1	-5[fluorescence artefact?]	-1	-29	7	-0.26	-26	-8	0	-4
Cc1onc(-c2ccccc2Cl)c1C(=O)Nc1ccc(N2CCOCC2)cc1	-5[fluorescence artefact?]	-8	-10[20 µM]	3	-0.78	-14	8	-1	2
COc1ccc(-c2csc(C3=C(O)CN(Cc4ccc(S(N)(=O)=O)cc4)C3=N)n2)cc1OC	-4	-19	-31	15	·	3	-17	-3	-7
O=S(=O)(NCc1cn2ccccc2n1)c1ccccc1F	-1	-5	-28	·	1.2	3	6	-4	3
O=C(NCC1CCCO1)c1nnc(Cc2ccc(F)cc2)o1 (stereo unspecified)	-8	-4	-8	·	0.78	-2	-3	3	3
CC1=CC(C)(C)NC(=S)N1c1cccc2cc(S(=O)(=O)O)ccc12	5	-3	-18	-11	0.95	9	2	3	-2
CCOC(=O)C1CCN(C(=O)C2c3ccccc3C(=O)N(C)C2c2ccc(OC)cc2)CC1 (stereo unspecified)	3	-1	-9[20 µM]	0	0.51	7	-15	-4	2
N#Cc1ccc(C23CC4(C2)[C@H](CN(CC2CCCCC2)[C@@H]4c2ccccc2)C3c2ccc(C(F)(F)F)cc2)cc1 (stereo partly specified)	-4	-53	-29	-4	2.1	0	-43	-4	-2
CC1CCN(c2ccc(C(=O)O)cc2NS(=O)(=O)c2ccc(Br)cc2)CC1	6	-5	1	·	-4.3	-4	-4	3	-5

Part of the list above, with values under each structure:
Results follow in this order: 14-3-3 Bad inh	p47phox inh	Furin inhibitor	Rad51 HR inh	KCC2 mod	hK5 inh	EBV gp42 block	eIF4E 4G PPI	Thrombin inh
O=S(=O)(NCc1cn2ccccc2n1)c1ccccc1F
  -1	-5	-28	·	1.2	3	6	-4	3
CC(=O)CSc1nnc(CSc2ncccn2)n1C1CCCCC1
  -5[fluorescence artefact?]	-1	-29	7	-0.26	-26	-8	0	-4

Results in 14-3-3 Bad inh and KCC2 mod, for some of the entries so far:
mol,14-3-3 Bad inh,KCC2 mod
CCOC(=O)C1CCN(C(=O)C2c3ccccc3C(=O)N(C)C2c2ccc(OC)cc2)CC1 (stereo unspecified),3,0.51
N#Cc1ccc(C23CC4(C2)[C@H](CN(CC2CCCCC2)[C@@H]4c2ccccc2)C3c2ccc(C(F)(F)F)cc2)cc1 (stereo partly specified),-4,2.1

Other entries
SMILES	14-3-3 Bad inh	p47phox inh	Furin inhibitor	Rad51 HR inh	KCC2 mod	hK5 inh	EBV gp42 block	eIF4E 4G PPI	Thrombin inh
CNC(=O)Nc1ccc2nc(C)oc2c1	-3	-2	-21	6	0.28	-4	1	0	-1
Cc1ccc(C(=O)CC(C(=O)O)c2cn(CCC#N)c3ccccc23)cc1 (stereo unspecified)	2	-10	-26	4	0.24	-7	-2	-5	2
Cc1[nH]n(-c2ccccc2)c(=O)c1/C=C1/C=c2ccccc2=N1	-9	-6	-4	1	·	1	-2	1	-1
COc1ccc(OCCC(=O)OCC(=O)Nc2cccc(S(=O)(=O)N3CCOCC3)c2)cc1	-6	-4	-20	·	-0.015	-4	-19	1	-5
CCOC(=O)N1CCN(C(=O)c2cn(CCOC)c(=O)c3c2c2ccccc2n3C)CC1	28	1	-28	5	·	2	-12	9	-4
COc1ccccc1N/C=C/c1onc(C)c1[N+](=O)[O-]	-12	-12	-17	-361	·	-2	-44	-1	-10
CC1(C)CC(=O)C2=C(C1)N(N1CCOCC1)C(N)=C(C#N)C2c1cccnc1 (stereo unspecified)	-17[fluorescence artefact?]	-8	-5[20 µM]	1	0.22	-16	-18	7	-8
Cc1ccc(NC(=O)Cn2ccsc2=N)c([N+](=O)[O-])c1	-12	-7	-19	-2	0.21	-8	-30	5	-6
CC(C)n1cnc2c(N(C)c3ccccc3)nc(N(CCN(C)C)Cc3ccccc3)nc21	-2	-13	-25	-1	-2.1	-3	-13	-1	0
CCOC(=O)N1CCN(C(=S)Nc2ccccc2C)CC1	-21[fluorescence artefact?]	-11	-24	·	0.09	-1	-3	6	4
CC(C)N=C1NN=C(c2cccs2)CS1	-10	-1	-23	13	1.3	-2	-22	1	16

High-throughput results deposited in PubChem by several laboratories.
